F508del corr – correctors of CFTR F508del function in bronchial epithelial cells; actives 0.36% (n = 350,000); activity (quench increase), % at 7.58 µM; CFBE cells, YFP halide quenching; stimulated with forskolin plus potentiator P3; % fluorescence drop versus neutral controls;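 active means mean added fluorescence quench of at least 8% versus neutral control, with both replicates also reaching 8%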;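 further: cells transiently co-express mutant CFTR-F508del with the halide-sensitive YFP; corrector assay measuring rescue of mutant channel to the surface after 24 h compound exposure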
CASP6 VEID inh – blocks human caspase-6 cleavage activity; actives 0.53% (n = 350,000); purified caspase-6, Z-VEID-R110 cleavage fluorescence; inhibition, % at 12.5 µM; P55212;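 active means mean inhibition across replicates at least about 35%, with every replicate also reaching that limit, limit read from the data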;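 further: 0% = median of neutral control wells and 100% = no fluorescence left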
Target sequence (P55212 24-179 limits assumed): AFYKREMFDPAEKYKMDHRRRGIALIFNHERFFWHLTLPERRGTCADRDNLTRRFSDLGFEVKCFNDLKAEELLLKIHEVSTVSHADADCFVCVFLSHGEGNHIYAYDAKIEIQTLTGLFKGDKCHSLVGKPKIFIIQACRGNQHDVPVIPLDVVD
Target sequence (P55212 194-293 limits assumed): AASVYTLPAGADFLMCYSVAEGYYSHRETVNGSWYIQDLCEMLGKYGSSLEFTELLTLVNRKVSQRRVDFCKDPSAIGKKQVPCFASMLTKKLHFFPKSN
DENV2 CPE – DENV2-induced cell death inhibition; DENV2-infected cells, cytopathic effect rescue, plate reader; CPE inhibition, % at 9.99 µM; actives 1.7% (n = 350,000); in the data active means CPE inhibition above about 20%, passing the limit was not always enough; tested in BHK-21 cells;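 further: 0% = median of neutral control wells and 100% = median of positive control wells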
E-selectin induc – induces E-selectin expression in human endothelial cells; HUVEC E-selectin immunofluorescence imaging; normalized: neutral wells 0, TNF-alpha wells 100; activation, % at 7.58 µM; actives 0.37% (n = 260,000);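 active means mean E-selectin-positive cell signal at least 10% of the positive control, reached in at least 60% of replicates, without over 20% cell loss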;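 further: in these data hits start at about 27%; measured in HUVEC primary endothelial cells; signal is the percent of cells scored E-selectin positive by PE staining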
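Material: HUVEC primary endothelial cells; Amount: 3,000 cells per well; Dosing: single concentration; Medium: EGM-2 growth medium on 0.1% gelatin-coated wells; Read-out basis: percent E-selectin-positive cells; Signal: immunofluorescence imaging; Control set: TNF-alpha, DMSO.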
GSIS activator – primary screen for activators of insulin secretion dependent on glucose, INS-1E cells, GLuc reporter luminescence; actives 0.61% (n = 370,000); AID 743287; INS-1E GLuc reporter insulin secretion, 2-3 h; activation, % at 16.6 µM;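 active means lowest replicate activation of at least 40%, so every replicate reaches that level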;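 further: 0% = median of neutral control wells and 100% = median of IBMX positive control wells; some compounds called inactive have numbers as strong as hits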
RAD52 anneal inh – RAD52 (human) annealing inhibition; inhibition, % at 18.7 µM; P43351; actives 0.46% (n = 360,000); recombinant RAD52 DNA annealing, FRET fluorescence;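 active means every replicate showing at least 50% inhibition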
Target sequence (P43351 whole entry, looked up): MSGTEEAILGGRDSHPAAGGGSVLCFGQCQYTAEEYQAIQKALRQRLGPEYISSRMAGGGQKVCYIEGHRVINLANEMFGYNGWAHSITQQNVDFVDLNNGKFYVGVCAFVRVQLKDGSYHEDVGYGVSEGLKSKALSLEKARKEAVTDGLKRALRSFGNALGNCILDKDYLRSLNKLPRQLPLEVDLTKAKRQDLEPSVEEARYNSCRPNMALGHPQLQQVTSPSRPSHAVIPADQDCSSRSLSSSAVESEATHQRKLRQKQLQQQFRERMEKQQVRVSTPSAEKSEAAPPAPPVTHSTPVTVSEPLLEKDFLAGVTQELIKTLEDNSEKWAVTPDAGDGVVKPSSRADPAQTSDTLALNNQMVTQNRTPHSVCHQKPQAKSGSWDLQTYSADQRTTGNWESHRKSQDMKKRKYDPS
XiGFP reactiv – reactivates the inactive X chromosome in mouse fibroblasts. XiGFP mouse fibroblasts, % GFP-positive cells imaging, 3 d; cells co-treated with 5-aza-dC sensitizer; scaled so ellipticine positive control = 100%. activation, % at 7.58 µM. actives 0.055% (n = 360,000). AID 743238;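 active means mean normalized replicate activation at least 10% and every replicate at or above 10%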;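 further: 0% = median of on-plate neutral control wells and 100% = ellipticine 6 µM median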
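Material: XiGFP fibroblasts, SV40-immortalized; Buffer or medium: DMEM containing 5-aza-dC; Compound dosing: single point; Times: 3 days compound exposure.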
RAD54 branch – RAD54 (human) branch migration inhibition; Q92698; RAD54 Holliday junction branch migration, FAM/BHQ fluorescence; inhibition, % at 10.4 µM; actives 0.14% (n = 360,000); AID 602329;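 active means mean normalized replicate activity at least 40 and at least half of replicates scoring 40 or more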;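 further: 0% = median of neutral control wells and 100% = median of positive control wells; inhibitors cause a drop in the FAM fluorescence signal; in these data hits start at about 50%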
An asterisk follows results filed as active.

Screening CC(C)c1nc(SCC(=O)Nc2ccc([N+](=O)[O-])cc2Br)n[nH]1 returned F508del corr 0.3, CASP6 VEID inh -2, E-selectin induc 2.9, GSIS activator -38, RAD52 anneal inh -10, XiGFP reactiv 0.1 and RAD54 branch 6.
For COc1ccc(-n2c(Cc3cccn3C)nnc2SCC(=O)Nc2ccccc2)cc1 the results were F508del corr -2.7, CASP6 VEID inh 0, DENV2 CPE 3, E-selectin induc -0.1, GSIS activator -12, RAD52 anneal inh -74, XiGFP reactiv 0.2 and RAD54 branch -8.
For CC[C@H](C)/C=C(C)/C=C/c1cc2c(cn1)C(=O)[C@@](C)(OC(C)=O)C(O)=C2Cl the results were F508del corr 1.0, CASP6 VEID inh 51*, DENV2 CPE 14, GSIS activator 6, RAD52 anneal inh -31 and RAD54 branch -6.
Screening CC(C)c1ccc(OCC(=O)Nc2c3c(nn2C(C)(C)C)CS(=O)(=O)C3)cc1 returned F508del corr 1.5, CASP6 VEID inh 6, DENV2 CPE 10, E-selectin induc 0.3, GSIS activator 2, RAD52 anneal inh -10, XiGFP reactiv 0.1 and RAD54 branch 1.
`O=[N+]([O-])c1ccc(OCC2CC(c3ccccc3)=NO2)cc1` (centres undefined) gave F508del corr 0.0, CASP6 VEID inh -2, DENV2 CPE -5, GSIS activator 4, RAD52 anneal inh -2 and XiGFP reactiv 1.4.
Screening C=CCNC(=O)[C@@H]1[C@H]2C(=O)O[C@H](c3ccccc3)[C@H](c3ccccc3)N2[C@H](c2ccc(O)cc2)[C@@]12C(=O)N(C(=O)OCCOC)c1ccc(C#Cc3ccc(OC)cc3)cc12 returned F508del corr -3.6, CASP6 VEID inh -1, DENV2 CPE -9, RAD52 anneal inh -9 and RAD54 branch 2.
CC(=O)c1ccc(NC(=O)C(C)Sc2nnnn2C)cc1 (centres undefined) was read as F508del corr 1.6, CASP6 VEID inh -2, GSIS activator 6, RAD52 anneal inh -2 and RAD54 branch -1.
Screening COc1ccc(CCN(C)C(=O)C2CCN(C(=O)Nc3ccccc3)CC2)cc1OC returned F508del corr 1.7, CASP6 VEID inh -1, DENV2 CPE -4, E-selectin induc 0.0, GSIS activator 37, RAD52 anneal inh -23 and XiGFP reactiv 0.0.
For COc1ccc(NC(=O)N[C@@H]2C=C[C@@H](CC(=O)NC3CCC3)O[C@@H]2CO)cc1 the results were F508del corr -0.9, CASP6 VEID inh -1, DENV2 CPE -9, E-selectin induc 0.3, GSIS activator 11, RAD52 anneal inh -7, XiGFP reactiv -0.6 and RAD54 branch 1.
CN(C)C(=O)c1ccc(-c2ccc([C@@H]3[C@H]4CN(C(=O)C5CC5)CCCCN4[C@H]3CO)cc2)cc1 was read as F508del corr -1.9, CASP6 VEID inh 3, DENV2 CPE 6, E-selectin induc 0.0, GSIS activator 4, RAD52 anneal inh -6, XiGFP reactiv 0.0 and RAD54 branch 6.
`COc1ccccc1CNS(=O)(=O)c1c(C(=O)N2CCCCCC2)c(C)n(C)c1C` gave F508del corr 5.3, CASP6 VEID inh -1, DENV2 CPE 3, RAD52 anneal inh -6, XiGFP reactiv 0.1 and RAD54 branch -4.
Cc1c(C(=O)Nc2cc(F)cc(F)c2)cnn1-c1ccccc1 was read as F508del corr -3.6, CASP6 VEID inh -7, DENV2 CPE -6, GSIS activator 4, RAD52 anneal inh -13, XiGFP reactiv 0.0 and RAD54 branch -5.
Screening Cc1cc[n+](C(C)C(=O)c2ccc(Cl)cc2)cc1 (centres undefined) returned F508del corr -0.2, CASP6 VEID inh -9, DENV2 CPE 3, E-selectin induc 0.1, GSIS activator 17, RAD52 anneal inh -6, XiGFP reactiv 0.0 and RAD54 branch -3.
`CC(C)C[C@H](NC(=O)N1CCn2c1nc1ccccc12)C(=O)NCc1ccc2c(c1)OCO2` gave F508del corr -1.6, CASP6 VEID inh -3, DENV2 CPE 9, RAD52 anneal inh -11, XiGFP reactiv 0.0 and RAD54 branch -3.
Screening Cc1ccc(S(=O)(=O)Nc2ccc3c(c2)CC(=O)N([C@H](C)CO)C[C@H](C)[C@H](CN(C)C(=O)Nc2ccccc2)O3)cc1 returned F508del corr 2.2, CASP6 VEID inh 0, DENV2 CPE 0, GSIS activator 2, RAD52 anneal inh -1, XiGFP reactiv -0.9 and RAD54 branch -4.
Screening Cc1ccc(OCCN2CCC2(C)C(=O)Nc2ccc3c(c2)OCO3)cc1 (centres undefined) returned F508del corr 0.7, CASP6 VEID inh 1, DENV2 CPE 4, E-selectin induc 0.0, GSIS activator -29, RAD52 anneal inh -28, XiGFP reactiv 0.1 and RAD54 branch 3.
Screening Nc1ccc(N2CCN(c3ccc(F)cc3)CC2)cc1 returned F508del corr 6.1, CASP6 VEID inh -5, DENV2 CPE 4, GSIS activator -3, RAD52 anneal inh -9 and XiGFP reactiv 0.2.
COc1ccccc1NC(=O)N1C[C@H]2[C@@H](c3ccccc31)[C@@H](CO)N2Cc1ccc2c(c1)OCO2 was read as F508del corr 0.5, CASP6 VEID inh 4, DENV2 CPE 0, E-selectin induc 0.4, GSIS activator -7, RAD52 anneal inh -7, XiGFP reactiv 0.0 and RAD54 branch -4.
For O=C1CCCN1CC(O)CS(=O)(=O)Cc1ccc(Cl)c(Cl)c1 (centres undefined) the results were F508del corr -0.8, CASP6 VEID inh 0, DENV2 CPE 3, E-selectin induc 0.7, GSIS activator -21, RAD52 anneal inh -14, XiGFP reactiv 0.0 and RAD54 branch 6.
For Nc1ccc(C(=O)Nc2ccc(Nc3ccncc3)cc2)cc1 the results were F508del corr 3.1, CASP6 VEID inh -14, DENV2 CPE 1, E-selectin induc -0.2, GSIS activator -15, RAD52 anneal inh 14, XiGFP reactiv 0.2 and RAD54 branch 6.

Overlap with the part before: three compounds, followed by the next part.
COc1ccccc1NC(=O)N1C[C@H]2[C@@H](c3ccccc31)[C@@H](CO)N2Cc1ccc2c(c1)OCO2 was read as F508del corr 0.5, CASP6 VEID inh 4, DENV2 CPE 0, E-selectin induc 0.4, GSIS activator -7, RAD52 anneal inh -7, XiGFP reactiv 0.0 and RAD54 branch -4.
For O=C1CCCN1CC(O)CS(=O)(=O)Cc1ccc(Cl)c(Cl)c1 (centres undefined) the results were F508del corr -0.8, CASP6 VEID inh 0, DENV2 CPE 3, E-selectin induc 0.7, GSIS activator -21, RAD52 anneal inh -14, XiGFP reactiv 0.0 and RAD54 branch 6.
For Nc1ccc(C(=O)Nc2ccc(Nc3ccncc3)cc2)cc1 the results were F508del corr 3.1, CASP6 VEID inh -14, DENV2 CPE 1, E-selectin induc -0.2, GSIS activator -15, RAD52 anneal inh 14, XiGFP reactiv 0.2 and RAD54 branch 6.
`COc1ccc(C2=NN(Cc3ccccc3)C3C(=O)NC(=O)C23)cc1` (centres undefined) gave F508del corr -2.5, CASP6 VEID inh 6, DENV2 CPE 1, E-selectin induc 0.4, GSIS activator 1, RAD52 anneal inh -33, XiGFP reactiv 0.0 and RAD54 branch -3.
CC1CCCCC1NCC#CCOc1ccc(Cl)cc1 (centres undefined) was read as F508del corr 2.1, CASP6 VEID inh 0, DENV2 CPE -1, E-selectin induc 0.9, GSIS activator -15, RAD52 anneal inh 7, XiGFP reactiv 0.5 and RAD54 branch -3.
`C[C@H]1CN([C@@H](C)CO)C(=O)c2cc(C3=CCCCC3)cnc2O[C@H]1CN(C)S(C)(=O)=O` gave F508del corr -1.6, E-selectin induc -0.2, GSIS activator 5 and XiGFP reactiv -0.9.
For Cc1ccc(S(=O)(=O)N(C)c2ccc(C(=O)Nc3c(C)n(C)n(-c4ccccc4)c3=O)cc2)cc1 the results were F508del corr 1.8, CASP6 VEID inh -2, DENV2 CPE -4, E-selectin induc 2.8, GSIS activator 1, RAD52 anneal inh -3, XiGFP reactiv 0.1 and RAD54 branch -4.
For COc1cccc(/C=N/Nc2ccnc(=O)[nH]2)c1O the results were F508del corr 3.3, CASP6 VEID inh 0, DENV2 CPE 7, E-selectin induc 1.0, GSIS activator 4, RAD52 anneal inh -12, XiGFP reactiv -0.1 and RAD54 branch -2.
O=c1ccn([C@@H]2O[C@H](CNCc3ccccc3)[C@@H](O)[C@H]2O)c(=O)[nH]1 was read as F508del corr 0.9, CASP6 VEID inh 7, DENV2 CPE 6, E-selectin induc 1.0, RAD52 anneal inh -12, XiGFP reactiv -0.1 and RAD54 branch -7.
`Cc1ccccc1-n1c(Cn2c(=O)sc3ccccc32)nnc1SCC(N)=O` gave F508del corr 0.1, CASP6 VEID inh -2, DENV2 CPE -3, E-selectin induc -0.1, GSIS activator 13, RAD52 anneal inh -10, XiGFP reactiv 0.1 and RAD54 branch 2.
`CNC[C@@H]1Oc2ncc(C#CC3(O)CCCC3)cc2C(=O)N([C@H](C)CO)C[C@@H]1C` gave F508del corr -1.1, CASP6 VEID inh -3, DENV2 CPE 3, E-selectin induc 0.0, GSIS activator -5, RAD52 anneal inh -16, XiGFP reactiv -0.3 and RAD54 branch 4.
For Cc1nn(-c2ccc(F)cc2)c(C)c1NS(=O)(=O)c1ccc2ccccc2c1 the results were CASP6 VEID inh -3, GSIS activator -29, RAD52 anneal inh -16 and RAD54 branch 1.
O=C(Nc1ccc(F)cc1)/C(=C1/CCCCCN1)[N+](=O)[O-] was read as F508del corr 0.2, CASP6 VEID inh 0, DENV2 CPE 1, E-selectin induc 1.0, GSIS activator 3, RAD52 anneal inh -11 and RAD54 branch -1.
`O=C(Nc1ccc(F)cc1)N[C@@H]1CC[C@@H](CCn2cc(-c3ccccc3F)nn2)O[C@@H]1CO` gave F508del corr 1.3, CASP6 VEID inh 3, DENV2 CPE 1, E-selectin induc -0.3, GSIS activator 6, RAD52 anneal inh -6, XiGFP reactiv 0.4 and RAD54 branch -7.
`NC(Cc1ccc(C(F)(F)F)cc1)c1csc(NC(=O)Nc2ccccc2)n1` (centres undefined) gave F508del corr 1.4, CASP6 VEID inh 0, DENV2 CPE 3, E-selectin induc 0.6, GSIS activator 4, RAD52 anneal inh -43, XiGFP reactiv 0.5 and RAD54 branch -1.
Screening c1csc(-c2nc(-c3ccncc3)no2)c1 returned F508del corr -3.6, CASP6 VEID inh 0, DENV2 CPE 1, GSIS activator 1, RAD52 anneal inh -3 and RAD54 branch 7.
Screening C[C@@H]1CN([C@H](C)CO)S(=O)(=O)c2ccc(-c3ccccc3)cc2O[C@@H]1CN(C)C(=O)C1CC1 returned F508del corr 0.0, E-selectin induc 0.0, GSIS activator -16 and XiGFP reactiv -0.4.
Cc1ccnc(Nc2nc(-c3ccc(O)cc3)cs2)c1 was read as F508del corr -0.5, CASP6 VEID inh 3, DENV2 CPE -2, GSIS activator 2, RAD52 anneal inh -10, XiGFP reactiv 0.3 and RAD54 branch 2.
COc1cc2c(cc1OC)[C@@H](NC(=O)CCc1ccccc1)[C@H](O)C2 was read as F508del corr 2.8, CASP6 VEID inh 0, DENV2 CPE 5, GSIS activator 8, RAD52 anneal inh -6, XiGFP reactiv -0.1 and RAD54 branch -18.
`COc1ccc(S(=O)(=O)N(C)C[C@H]2OCCCC[C@@H](C)Oc3ccc(NC(=O)NC(C)C)cc3C(=O)N([C@H](C)CO)C[C@H]2C)cc1` gave F508del corr -3.1, CASP6 VEID inh 0, DENV2 CPE -2, E-selectin induc 0.2, GSIS activator -24, RAD52 anneal inh -29, XiGFP reactiv 0.0 and RAD54 branch -1.
C[C@H]1CN([C@@H](C)CO)C(=O)Cc2cc(NC(=O)Cn3cnnn3)ccc2O[C@H]1CN(C)S(C)(=O)=O was read as F508del corr -2.3, DENV2 CPE 0, E-selectin induc -7.3, GSIS activator 5, XiGFP reactiv -0.1 and RAD54 branch 11.

Compound activity as filed in PubChem BioAssay.
